Screens: PubChem, Icahn School of Medicine at Mount Sinai
RBX1-CUL1 inh – inhibitors of human ROC1-CUL1 ubiquitin ligase activity | P62877+Q13616 | in vitro K48 di-Ub FRET, acceptor:donor ratio, 45 min | inhibition, % at 10 µM | hit rate 0.6% among 140,000 | AID 1347404; in the data active = inhibition above about 25%
Target sequence (P62877 whole entry, looked up): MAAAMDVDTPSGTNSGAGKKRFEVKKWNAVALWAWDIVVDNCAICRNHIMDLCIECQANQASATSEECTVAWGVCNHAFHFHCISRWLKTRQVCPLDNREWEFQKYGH
Target sequence (Q13616 whole entry, looked up): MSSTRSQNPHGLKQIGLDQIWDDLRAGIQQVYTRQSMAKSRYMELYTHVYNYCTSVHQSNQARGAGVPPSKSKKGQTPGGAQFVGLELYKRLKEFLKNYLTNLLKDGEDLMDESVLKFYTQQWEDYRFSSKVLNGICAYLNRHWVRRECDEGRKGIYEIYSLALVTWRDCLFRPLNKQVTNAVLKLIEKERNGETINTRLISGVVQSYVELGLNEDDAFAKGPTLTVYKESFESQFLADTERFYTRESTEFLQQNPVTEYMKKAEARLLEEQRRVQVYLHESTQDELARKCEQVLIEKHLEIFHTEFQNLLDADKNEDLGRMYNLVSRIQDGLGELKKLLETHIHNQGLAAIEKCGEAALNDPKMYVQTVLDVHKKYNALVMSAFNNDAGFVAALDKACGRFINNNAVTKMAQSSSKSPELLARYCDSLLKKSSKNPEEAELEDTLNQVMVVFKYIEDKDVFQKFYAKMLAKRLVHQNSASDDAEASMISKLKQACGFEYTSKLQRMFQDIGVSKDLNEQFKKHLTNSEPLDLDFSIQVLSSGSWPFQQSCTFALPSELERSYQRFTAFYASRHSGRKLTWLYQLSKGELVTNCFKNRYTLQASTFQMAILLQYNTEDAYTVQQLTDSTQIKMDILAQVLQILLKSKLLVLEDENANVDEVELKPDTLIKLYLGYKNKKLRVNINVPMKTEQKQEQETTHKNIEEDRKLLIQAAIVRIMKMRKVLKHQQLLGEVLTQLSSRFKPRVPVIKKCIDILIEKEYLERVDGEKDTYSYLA
* hit, by the source's call. This is a subset; rates above refer to the full screens.

SMILES	RBX1-CUL1 inh
Cc1ccc(-c2nnn3c2nc(NC2CCC(C)CC2)c2ccccc23)cc1 (stereo unspecified)	15
CCc1ccccc1NC(=O)CSc1nc2ccccc2nc1Cc1cccc(OC)c1	2
CCS(=O)(=O)N1CCCC(C(=O)Nc2ccc(C(F)(F)F)cc2)C1 (stereo unspecified)	7
Cc1cc(=O)n(CC(=O)Nc2ccc(Cl)c(Cl)c2)c(-n2nc(C)cc2C)n1	0
COc1ccccc1CN1CCCC(CN(CCN(C)C)C(=O)c2cc[n+]([O-])cc2)C1 (stereo unspecified)	-1
O=C(NC1CC1)C1COc2ccccc2O1 (stereo unspecified)	1
COc1cccc2cc3c(=O)oc4ccccc4c3nc12	8
Cc1ccc(C(=O)n2nc(-c3ccc(C)cc3)nc2N)cc1	4
CCn1cc(C(=O)O)c(=O)c2cnc(N3CCN(C(=S)NC(=O)c4ccc(Cl)nc4)CC3)nc21	-12
Cc1c(Cl)ccc(OCCCCCN2CCOCC2)c1C	7
CN1C(=O)C(ON2C(=O)c3ccccc3C2=O)N(c2ccc(Br)cc2)C1=O (stereo unspecified)	4
CCC(Cn1nnc2ccccc2c1=O)NC(=O)Nc1ccccc1Cl (stereo unspecified)	7
S=c1[nH]nc2n1-c1sc3c(c1C1NCNN21)CCCC3 (stereo unspecified)	3
O=C(Nc1ccc(S(=O)(=O)Nc2ccc(Cl)nn2)cc1)c1ccc(COc2cccc(Cl)c2)o1	14
O=C(CC1(c2cccc(F)c2)CC(=O)N(C2CCCC2)C1=O)N1CCC(C(O)c2cccs2)CC1 (stereo unspecified)	-5
Cc1ccc2c(c1)c(=O)c1ccccc1n2CCCC(=O)Nc1ccc(C)c(F)c1	6
Cc1cs/c(=N/N=C/c2ccc(O)c(O)c2)n1-c1ccccc1	2
CC(=O)c1ccc(OCC(O)CN2CCN(C(c3ccccc3)c3ccccc3)CC2)cc1 (stereo unspecified)	12
COc1ccccc1NC(=O)N1CCC(CN2CCc3ccccc3C2)CC1	-11
COc1ccc(NS(=O)(=O)c2cc3c4c(c2)CC(=O)N4CCC3)cc1Cl	1
CCC1(CC)Cc2ccccc2C2=NC(=S)NC(=O)C21 (stereo unspecified)	9
CCOC(=O)C1CCN(C(=O)C2COc3ccccc3C2)CC1 (stereo unspecified)	-3
COc1ccc2c(c1)c(=O)cc(-c1ccccc1)n2C	12
CCC(C)NC(=O)C1CCN(C(=O)c2cc3sccc3n2Cc2ccc(Cl)cc2)CC1 (stereo unspecified)	-2
C=CCN1C(=O)C2(OCCCO2)c2cc(CCCC)ccc21	4
CCc1ccc(OC(C)C(=O)N2CCN(c3ccccc3)CC2)cc1 (stereo unspecified)	-6
Cc1cc(OC(=O)/C=C/c2ccccc2Cl)ccc1Cl	-10
CCC(=O)N1N=C(c2ccccc2)CC1c1ccc(F)cc1 (stereo unspecified)	3
O=S(=O)(c1ccccc1)N1C[C@H](O)[C@@H](N2CCN(c3nc4ccccc4o3)CC2)C1	5
Cc1ccc(CNC(=O)c2cc3c(s2)-c2c(C)cccc2OC3)cc1	-8
CCN(CCO)Cc1csc2ccccc12	8
CCc1cc(C(=O)N2CCc3c(cnc(C)c3CNC(=O)c3ccccc3SC)C2)n(C)n1	-3
C=CCN1C(=O)C(=O)C(C(=O)c2ccccc2)C1c1cccc(F)c1 (stereo unspecified)	0
Cc1ccc(-c2cc3nc(C)cc(C(F)(F)Cl)n3n2)cc1	-1
Cc1cc(C)c(NS(=O)(=O)c2ccc(-c3coc(C)n3)cc2)c(C)c1	-1
Cc1ccc(OC(C)C(=O)Nc2ccc(Cl)cc2C(F)(F)F)c(C)c1 (stereo unspecified)	12
COc1ccc2c(c1)sc1ncc(C(=O)NCc3ccc(OC(C)C)cc3)c(=O)n12	0
COC(=O)CN1C(=O)S/C(=C/c2ccc(OCc3cccc(F)c3)c(OC)c2)C1=O	-3
Cc1csc2nc(-c3ccccc3)c(Sc3ccc([N+](=O)[O-])cc3)n12	-6
CN(Cc1ccncn1)C(=O)C1CCCN(c2nc(-c3ccccc3)nc3c2CCC3)C1 (stereo unspecified)	9

Given as a markdown table: 15 of the compounds above.
| compound | RBX1-CUL1 inh |
| --- | --- |
| CCOC(=O)C1CCN(C(=O)C2COc3ccccc3C2)CC1 (stereo unspecified) | -3 |
| COc1ccc2c(c1)c(=O)cc(-c1ccccc1)n2C | 12 |
| CCC(C)NC(=O)C1CCN(C(=O)c2cc3sccc3n2Cc2ccc(Cl)cc2)CC1 (stereo unspecified) | -2 |
| C=CCN1C(=O)C2(OCCCO2)c2cc(CCCC)ccc21 | 4 |
| CCc1ccc(OC(C)C(=O)N2CCN(c3ccccc3)CC2)cc1 (stereo unspecified) | -6 |
| Cc1cc(OC(=O)/C=C/c2ccccc2Cl)ccc1Cl | -10 |
| CCC(=O)N1N=C(c2ccccc2)CC1c1ccc(F)cc1 (stereo unspecified) | 3 |
| O=S(=O)(c1ccccc1)N1C[C@H](O)[C@@H](N2CCN(c3nc4ccccc4o3)CC2)C1 | 5 |
| Cc1ccc(CNC(=O)c2cc3c(s2)-c2c(C)cccc2OC3)cc1 | -8 |
| CCN(CCO)Cc1csc2ccccc12 | 8 |
| CCc1cc(C(=O)N2CCc3c(cnc(C)c3CNC(=O)c3ccccc3SC)C2)n(C)n1 | -3 |
| C=CCN1C(=O)C(=O)C(C(=O)c2ccccc2)C1c1cccc(F)c1 (stereo unspecified) | 0 |
| Cc1ccc(-c2cc3nc(C)cc(C(F)(F)Cl)n3n2)cc1 | -1 |
| Cc1cc(C)c(NS(=O)(=O)c2ccc(-c3coc(C)n3)cc2)c(C)c1 | -1 |
| Cc1ccc(OC(C)C(=O)Nc2ccc(Cl)cc2C(F)(F)F)c(C)c1 (stereo unspecified) | 12 |

(further entries)
SMILES	RBX1-CUL1 inh
CN(CCCN1CCOCC1)C(=O)c1cn(Cc2cccc3ccccc23)nn1	8
O=C(OC1CCCCC1)c1ccc(Br)cc1	2
Cc1ccc(-n2c(C)c(C)n3c4c(=O)n(CCCO)c(=O)n(C)c4nc23)cc1	-4
CCOc1ccc(C(=O)N2CCC(c3nc(-c4ccc(S(=O)(=O)N5CCCC5)cc4)no3)CC2)cc1	1
CC(=O)N1CCc2c(sc3c2c(=O)n(-c2ccccc2)c(=O)n3CC(=O)Nc2ccccc2C)C1	9
CC(/C=C/c1ccc2c(c1)OCO2)=N\NC(=O)c1ccoc1C	6
COc1ccc2cc(Br)ccc2c1CC(=O)Nc1ccccc1C	-8
CC(=O)Nc1c([N+](=O)[O-])cc(C(C)(C)C)cc1C(C)(C)C	2
COc1ccccc1CCNC(=O)CCc1c(C)c2cc3c(C)c(C)oc3cc2oc1=O	13
O=C(Nc1cccc(F)c1)c1ccc(-c2ccccc2)s1	-13
CCOC(=O)N1CCN(C(=O)c2ccc(N3CCC(NCc4ccc(F)cc4)CC3)cc2)CC1	2
CCOC(=O)c1sc(N/N=C/c2cccc(Oc3ccccc3)c2)nc1C	0
COc1ccc(N2CC(C(=O)Nc3nccs3)CC2=O)cc1 (stereo unspecified)	14
COCCNC(=O)CCCn1c(=O)[nH]c2ccsc2c1=O	-10
CCCn1cc(NC(=O)Cn2cc(/C=C/c3ccccc3)cn2)nn1	3
O=S(=O)(Nc1ccc2c(c1)CCC2)c1cccc(S(=O)(=O)c2ccc(Br)cc2)c1	-3
CCN1CCC(NC(=O)C(C)Oc2ccc(Br)cc2Cl)CC1 (stereo unspecified)	-8
COc1ccc(C2CC(=O)C3C(=Nc4ccccc4N(C(=O)C4CC4)C3c3cccnc3)C2)cc1OC (stereo unspecified)	4
CN(C(=O)CSc1nc2ccccc2n1CC(=O)N(C)c1ccc(F)cc1)c1ccccc1	-1
COc1cc(NC(=O)c2scc3c2OCCO3)c(OC)cc1Cl	-8
O=C1O[C@@H]2CN(Cc3ccccn3)C[C@@H]2N1CCCc1ccc(F)cc1	-2
N#CN1CCN(C2Cc3ccccc3Sc3ccccc32)CC1 (stereo unspecified)	-12
Cc1c(Cl)c(=O)oc2c(C)c(OCC(=O)N3CCCCC3)ccc12	1
COc1cc(OC)cc(C(=O)NCC2CCCN(Cc3nc[nH]c3C)C2)c1 (stereo unspecified)	-10
COc1ccc(NC(=O)c2c(NC(=O)c3cccc(C)c3)sc3c2CCCC3)cc1	-2
COc1ccc(C(=O)Nc2ccc(C)c([N+](=O)[O-])c2)cc1	2
O=C(COc1ccc(F)cc1Cl)N1CCN(c2ccccc2)CC1	4
CCN(CC)S(=O)(=O)c1csc(C(=O)O)c1	-1
Cc1cc(NS(=O)(=O)c2ccc(NC(=O)c3ccccc3F)cc2)nc(C)n1	6
Cc1cc(Br)cc(C)c1NC(=S)NC(=O)c1ccc(F)cc1	-2
COCCN1CCCC2(CCN(C(=O)Cc3cccc(C)c3)C2)C1=O (stereo unspecified)	-5
Cn1c(C(=O)NCc2cccc(F)c2)cc2cc(S(=O)(=O)N3CCCCC3)ccc21	-9
Cc1ccc(C)c(N2CCN(C(=O)c3noc4c3CCCCC4)CC2)c1	-3
Cc1cccc(CS(=O)(=O)Nc2cc(C)ccc2C)c1	21
COc1ccc(Nc2ncc3c(n2)CC(C)(C)CC3=O)cc1	7
CCCCCCNC(=O)CSC1=N/C(=C\c2ccccc2F)C(=O)N1c1ccccc1	9
CCn1cc(C2N3CC4(CC)CN2CC(CC)(C3)C4=O)c2ccccc21 (stereo unspecified)	9
CCCCOc1ccc(NC(=O)CC2C(=O)N(c3ccccc3OC)C(=S)N2c2cnn(Cc3ccc(F)cc3)c2)cc1 (stereo unspecified)	-3
COc1ccccc1-c1nc2c(c(SCc3cccc(Cl)c3)n1)Cc1c(CO)cnc(C)c1O2	-3
CC(C)(C)c1cc(C(=O)Nc2nc3ccccc3s2)ccn1	-2
COc1ccc(-c2ccc(CNCCCSc3nnnn3C)o2)cc1Cl	5
N#Cc1c(NC(=S)NC(NC(=O)c2ccco2)C(Cl)(Cl)Cl)sc2c1CCCC2 (stereo unspecified)	-14
CC(=O)Sc1ccc(N2C(=O)CCC2=O)cc1	37*
CCOC(=O)C(NC(=O)c1ccccc1)(Nc1sc2c(c1C#N)CCCCCC2)C(F)(F)F (stereo unspecified)	-4
COc1cc(OC)cc(C(=O)NC2CCCc3ccccc32)c1 (stereo unspecified)	-1
Cc1ccc(Cn2c(=O)c3c(nc4n(CCO)c(C)cn34)n(C)c2=O)cc1	-9
CC(=O)C1=NN(c2ccccc2)C(c2ccc3c(c2)OCO3)N1c1ccccc1 (stereo unspecified)	1
O=C(O)CNS(=O)(=O)c1cc(Cl)ccc1Cl	2
CCOC(=O)c1cc2c([nH]c1=O)CCCC2=O	-7
CCN(CC)CCNC(=O)CN1C(=O)COc2ccc(S(=O)(=O)N3CCOCC3)cc21	-8

(listing goes on)
SMILES	RBX1-CUL1 inh
C/C(CC(=O)NC1CCCC1)=N\NC(=O)OC(C)(C)C	-12
COc1ccccc1C1C2=C(N=c3s/c(=C\c4ccccc4O)c(=O)n31)c1ccccc1CC2 (stereo unspecified)	-7
CCc1ccc(S(=O)(=O)c2nnn3c2nc(N2CCCC(C)C2)c2cc(Cl)ccc23)cc1 (stereo unspecified)	15
O=C(NC1CCCCCC1)c1nc(-c2ccc(F)cc2)no1	19
OC(COc1ccc(Br)cc1)CN1CCN(Cc2ccc(Cl)cc2)CC1 (stereo unspecified)	-5
CCN(CC1CCCN(CCc2cccc(F)c2)C1)C(=O)Cc1cccnc1 (stereo unspecified)	1
COc1ccc(CCNC(=O)Cn2cc(C(=O)c3ccc(F)cc3)c(=O)c3ccc(C)nc32)cc1OC	-1
Cc1ccc(Cl)cc1NC(=O)c1sc2nc(-c3ccncc3)ccc2c1N	0
CS(=O)(=O)c1ncc(Cl)c(C(=O)Nc2c(C(=O)c3ccc(Cl)cc3)oc3ccccc23)n1	-9
COc1cccc(NS(=O)(=O)c2ccc3c(c2)C(=O)C(C(=O)N(C)C2CCCCC2)C=N3)c1 (stereo unspecified)	10
CC1(C)CC(=O)C2C(=Nc3ccccc3N(C(=O)C(F)(F)F)C2c2cccc([N+](=O)[O-])c2)C1 (stereo unspecified)	-6
COc1cc(Br)c(Br)c(/C=C2\SC(=O)N(c3ccccc3)C2=O)c1O	13
CC(C)(C)C(=O)Nc1ccc(Cl)c(-c2nc3ccccc3[nH]2)c1	1
O=c1c(S(=O)(=O)c2ccccc2)cn(Cc2cccc(F)c2)c2cc(N3CCOCC3)c(F)cc12	9
CN(C)Cc1ccc(C(=O)N2CCC3(CCCN(Cc4ccc(F)cc4)C3)C2)o1 (stereo unspecified)	-1
CCCNS(=O)(=O)c1cnccc1N1CCN(C(C)C)CC1	-14
COc1ccc(CSCC(=O)N/N=C/c2ccco2)cc1	1
CN(C(=O)CSc1nnc(N)s1)C1CCCCC1	8
CCOC(=O)C1=C(C)N=c2s/c(=C\c3cc(OC)ccc3OC)c(=O)n2C1c1ccc(OC)cc1 (stereo unspecified)	3
O=C1NCC(c2ccccc2)C1C(=O)N/N=C/c1ccc(OCc2ccccc2)cc1 (stereo unspecified)	5
COc1ccc(-n2nc(C(=O)N3CCN(c4cccc(C)c4)C(C)C3)c3c4ccccc4n(C)c3c2=O)cc1Cl (stereo unspecified)	4
Cc1ccc(NC(=O)Cn2ccn(-c3ccccc3)c(=O)c2=O)cc1	8
COc1ccc(CN(C2CCCC2)S(=O)(=O)c2cccc(F)c2)cc1OCc1cccs1	-4
Cc1cc(NC(=O)COc2ccccc2C)ccc1NC(=O)c1cccs1	7
O=C(NC1CC1)C1CCCN(C2CCN(Cc3ccc(F)cc3)CC2)C1 (stereo unspecified)	10
Cc1cc(NS(=O)(=O)c2ccc(NC(=O)C(F)(F)F)cc2)nc(C)n1	1
Cc1cc(Br)cc(C)c1OCC(=O)Nc1sc2c(c1C(N)=O)CCCC2	-5
CN(Cc1nnc(SCC(=O)NCCc2ccccc2)n1C)S(=O)(=O)c1ccccc1	-1
CCN(CC)S(=O)(=O)c1ccc2c(c1)c(=O)c(C(=O)N1CCN(c3ccccc3OC)CC1)cn2C	-11
Cc1sc2nc(-c3cccnc3)[nH]c(=O)c2c1C	-4
